15-hLO-2 inh = qHTS Assay for Inhibitors of 15-hLO-2 (15-human lipoxygenase 2). purified 15hLO-2, xylenol orange hydroperoxide absorbance. AID 881, 2007. 110,000 tested, 0.56% active. Potency, µM (series often up to 57.1 µM), inactives show top-dose activity change, negative = inhibition, actives largely listed as inhibitors; also: potency is read from the fitted curve at half-maximal effect; nearly all actives have a fitted effect of over 60% in size; many of its hits are not listed in these tables
Target sequence (O15296 whole entry, looked up): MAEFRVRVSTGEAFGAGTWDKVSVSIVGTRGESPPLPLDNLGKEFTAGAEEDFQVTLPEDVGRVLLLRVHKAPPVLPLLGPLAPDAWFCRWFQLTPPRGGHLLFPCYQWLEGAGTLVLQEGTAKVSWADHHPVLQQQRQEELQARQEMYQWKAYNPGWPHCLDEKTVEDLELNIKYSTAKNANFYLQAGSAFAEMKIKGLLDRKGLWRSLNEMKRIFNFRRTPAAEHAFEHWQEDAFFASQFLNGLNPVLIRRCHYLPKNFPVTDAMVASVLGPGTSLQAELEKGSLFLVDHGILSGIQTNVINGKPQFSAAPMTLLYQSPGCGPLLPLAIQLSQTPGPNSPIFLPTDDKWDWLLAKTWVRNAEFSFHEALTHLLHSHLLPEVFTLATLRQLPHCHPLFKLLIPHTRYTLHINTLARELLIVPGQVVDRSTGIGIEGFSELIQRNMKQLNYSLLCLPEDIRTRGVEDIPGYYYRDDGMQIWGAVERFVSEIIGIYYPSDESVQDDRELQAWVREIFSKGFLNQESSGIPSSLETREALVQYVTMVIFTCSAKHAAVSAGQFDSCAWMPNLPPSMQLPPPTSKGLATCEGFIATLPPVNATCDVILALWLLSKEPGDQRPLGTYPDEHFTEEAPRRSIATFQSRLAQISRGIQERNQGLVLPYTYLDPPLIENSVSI
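Purified human 15hLO-2 (50 nM final) preincubated with compounds 15 min at room temperature in 25 mM Hepes pH 7.5, 0.01% Triton X-100, then 45 uM arachidonic acid added for 90 min; hydroperoxide detected via ferrous/xylenol orange, 573/405 nm absorbance ratio.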
PNC inhibitor = High Content Assay for Compounds that inhibit the Assembly of the Perinucleolar Compartment; PC3M PTB-GFP, PNC prevalence imaging, 16 h; active compounds read low; activity change (PNC), negative = inhibition, % at 10 µM; 140,000 tested, 3.1% active; AID 2417, 2010;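 active = readout at or below -70, meaning at least 70% loss of cells showing the perinucleolar compartment, a nuclear body marking cancer cells; inconclusive = readout between -30 and a set limit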;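 also: plate controls were DMSO wells for no effect and camptothecin positive control wells for full effect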
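Read-out is percentage of cells bearing a perinucleolar compartment, from automated 20x imaging of fixed, Hoechst-stained PC3M PTB-GFP cells. Cells were seeded 4 h, then exposed 16 h to compound (23 nl of library stock) in duplicate plates.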
IMPase inh = qHTS Assay for Identifying the Cell-Membrane Permeable IMPase Inhibitors | Inositol monophosphatase 1 (Rattus norvegicus), P97697 | AID 901, 2007 | inhibition (IP1 accumulation), % at 46.1 µM | CHO-M1 cells, IP1 accumulation, HTRF TR-FRET ratio | 120,000 tested, under 10 active; active = well fitted curve in the direction sought with a large enough effect in the signal ratio, not every such curve was filed as active; inconclusive = small, poorly fitted or top-dose-only effect, or a change in a side signal; inactive = no such curve, though single readings can be large or run the other way; the % refers to the signal ratio;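 also: cells stimulated with carbachol in lithium chloride buffer; plate controls were DMSO basal wells for no effect and reference inhibitor wells for full effect; higher means more IMPase inhibition seen as more IP1 and lower FRET ratio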
Target sequence (P97697 whole entry, looked up): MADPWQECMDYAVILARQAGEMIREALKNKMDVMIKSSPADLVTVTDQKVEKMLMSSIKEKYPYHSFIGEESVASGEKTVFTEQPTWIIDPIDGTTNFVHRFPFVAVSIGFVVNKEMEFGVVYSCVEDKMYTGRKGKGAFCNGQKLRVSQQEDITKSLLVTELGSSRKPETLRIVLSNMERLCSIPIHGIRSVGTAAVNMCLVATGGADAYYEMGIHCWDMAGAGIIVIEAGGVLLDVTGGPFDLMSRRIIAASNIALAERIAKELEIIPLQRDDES
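Carbachol-driven Gq signalling in CHO-M1 cells (2000/well) generates IP1. Compounds that block IMPase raise IP1 and so reduce the FRET signal from Eu-anti-IP1 and d2-IP1 after a 10 min room-temperature lysis.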
12-hLO inh = qHTS Assay for Inhibitors of 12-hLO (12-human lipoxygenase) | Potency, µM (doses to about 57.1 µM), for inactives: top-dose activity change, negative = inhibition, usual class: inhibitors | 150,000 tested, 0.12% active | Polyunsaturated fatty acid lipoxygenase ALOX12 (Homo sapiens), P18054 | AID 1452, 2008 | purified 12-hLO, xylenol orange hydroperoxide absorbance; also: potency is read from the fitted curve at half-maximal effect; nearly all actives have a fitted effect of over 55% in size; many of its hits are not listed in these tables
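150 nM 12hLO, 25 mM Hepes pH 7.0 + 0.01% Triton X-100; cpd preinc 15 min RT; 40 uM arachidonic acid, 30 min RT; Fe-XO 30 min; A573/A405 ratio as read-out.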
* = called active by the depositor; u = inconclusive; x = not tested or not shown; [ ] = remark or other dose. Unless noted, calls follow the shape of the dose curve; as a rule, active = well fitted curve in the direction sought with a large enough effect; inconclusive = small, poorly fitted or top-dose-only effect, or another doubt; inactive = no such curve, though single readings can be large; an effect the other way counts as inactive or inconclusive. Unless noted, % is scaled to controls: 0 for no effect and ±100 for the full control effect. Not a hit list; about 3.1% have a hit in one of these screens.

SMILES	15-hLO-2 inh	PNC inhibitor	IMPase inh	12-hLO inh
COc1ccc(CCNC(=O)C2CCN(S(=O)(=O)c3cc(OC)ccc3OC)CC2)cc1	-1%	-83*	-1	1%
Cc1cc2nc(-c3cccnc3SCC(=O)NCc3ccco3)[nH]c2cc1C	-20%	0	-16	-29%
Cc1ccc(CNC(=O)c2ccc3nc4[nH]c5ccccc5c4nc3c2)cc1	x	-6	-5	-1%
CC(C)Oc1ccc(CC(=O)NNC(=S)Nc2ccc(Br)cc2)cc1	x	-113*	x	-2%
Cc1ccc(S(=O)(=O)Nc2ccc3nc(C)sc3c2)cc1	-4%	u	u	-16%
COc1ccc(-c2csc(N(CC3CCCO3)C(=O)c3cccs3)n2)cc1 (stereo not drawn)	-3%	47	10	2%
Cc1nn(C)c(C)c1S(=O)(=O)N1CCCC(C(=O)NCC2COc3ccccc3O2)C1 (stereo not drawn)	2%	0	4	2%
Cc1ccc(NS(=O)(=O)c2ccc(OCC(=O)NCc3cccnc3)cc2)cc1	x	34	x	-3%
Cc1ccc(S(=O)(=O)Nc2cc(=O)[nH]c(SCc3ccc(Cl)cc3)n2)cc1	x	21	x	0%
c1ccc(C2=Nc3ccccc3OC2)cc1	-5%	u	-2	-3%
O=C(NC1CCCCCC1)C1CCN(C(=O)Cc2ccccc2)CC1	0%	-17	-3	3%
CC(C)Oc1c(Cl)cc(CNC(C)(C)CO)cc1Cl	15%	38	-1	3%
Cc1cccc(C(=O)Nc2cccc(C(=O)N/N=C/c3ccncc3)c2)c1	x	u	x	-4%
Cc1ccc(NC(=S)NCc2cccnc2)cc1	11%	13	-4	-3%
CCOC(=O)c1cc(NC(=O)N2CCCc3ccccc32)c(C)nc1C	3%	39	2	3%

The closing 4 compounds of the part above open the next one.
SMILES	15-hLO-2 inh	PNC inhibitor	IMPase inh	12-hLO inh
CC(C)Oc1c(Cl)cc(CNC(C)(C)CO)cc1Cl	15%	38	-1	3%
Cc1cccc(C(=O)Nc2cccc(C(=O)N/N=C/c3ccncc3)c2)c1	x	u	x	-4%
Cc1ccc(NC(=S)NCc2cccnc2)cc1	11%	13	-4	-3%
CCOC(=O)c1cc(NC(=O)N2CCCc3ccccc32)c(C)nc1C	3%	39	2	3%
CCC1(C)Cc2c(C#N)c(N)n(N)c(=S)c2CO1 (stereo not drawn)	x	5	x	-4%
COCCCn1c2nc3ccccc3nc2c2c(=O)n(Cc3cccs3)cnc21	-10%	-14	-1	2%
S=C(NCc1ccncc1)Nc1cccc(Cl)c1	x	u	x	3%
C=CCNC(=O)CCCCCNS(=O)(=O)c1ccc(OC)cc1	-4%	-26	-7	-2%
CCc1cccc(NC(=O)c2ccc(NS(=O)(=O)c3c(C)noc3C)cc2)c1	1%	-13	-5	-5%
CCOC(=O)N1CCN(S(=O)(=O)c2ccc(OCC(=O)OC)c(Cl)c2)CC1	25%	40	2	3%
COc1ccccc1N(CC(=O)N/N=C/c1ccc(OCC(=O)NCc2ccco2)cc1)S(=O)(=O)c1ccc(C)cc1	-7%	30	-1	3%
Cc1cc(C)n(C(=O)CN2C(=O)CCC2=O)n1	3%	21	0	3%
COc1ccc(CN(C(=O)/C=C/C(=O)c2ccc(OC)cc2O)C(C(=O)NC2CCCCC2)c2ccncc2)cc1 (stereo not drawn)	x	0	x	-2%
CCCc1c(C)[nH]c2ccccc2c1=O	5%	u	2	3%
N#CCSc1nnc2sc3ccccc3n12	3%	u	-1	-2%
COc1ccc2c(c1)c(C(=O)OCCN(C)C)c(C)n2C	13%	13	-4	9%
O=C1CSC(c2cccc(Cl)c2Cl)N1c1ccccn1 (stereo not drawn)	x	u	x	-3%
O=C(NC1CCCC1)C(c1ccc(F)cc1)N(Cc1ccc(F)cc1)C(=O)c1ccn[nH]1 (stereo not drawn)	-1%	24	12	-5%
CCOC(=O)c1sc(NC(=S)NC(=O)C2CCCC2)cc1C	x	57	-11	2%
COc1cc(OC)cc(C(=O)Nn2c(C)nc3ccccc3c2=O)c1	-8%	-27	4	3%
Cc1nnc(SCc2ccc(F)cc2Cl)s1	1%	-18	4	-1%
Cc1cccnc1NCC(O)COc1ccccc1 (stereo not drawn)	-3%	-2	4	0%
CCOC(=O)C1C(=O)NC(N2CCCCC2)=NC1c1ccco1 (stereo not drawn)	3%	-3	10	4%
COc1ccc(-c2nc3nc(C)cc(C)n3n2)cc1	-3%	u	-1	1%
N#CC1=C(Nc2ccc(Br)cc2)CCC1	-6%	u	-9	-4%
CCN(CC)C(=O)C1CC(c2ccc(OC)cc2)=NO1 (stereo not drawn)	-3%	-1	2	0%
CCOC(=O)c1c(CSc2ccccc2)oc2ccc(O)cc12	x	10	x	-9%
O=C(OCC(=O)N1c2ccccc2Sc2ccccc21)C1CC(=O)N(Cc2ccco2)C1 (stereo not drawn)	-12%	-21	-8	1%
CC(C)COC(=O)NCCOC(=O)Nc1cccc(Cl)c1	3%	u	9	2%
COc1ccc(CCNc2ccc(S(=O)(=O)N3CCCC3)cc2[N+](=O)[O-])cc1	x	-25	x	-2%
O=C(COc1cc(=O)n2c(n1)SCCC2)c1ccccc1	-5%	-4	6	-2%
COc1ccc(-c2cn3cccnc3n2)cc1Br	x	-25	x	1%
CCn1c(CNC(=O)c2ccccc2)nnc1SCC(=O)N1CCN(c2ccccc2)CC1	x	u	-14[0.369 µM]	2%
COC(=O)C1=C(N)Oc2cc(C)n(C)c(=O)c2C1c1ccc(Cl)cc1 (stereo not drawn)	2%	34	2	-5%
Cc1ccc(C)n1-c1ccc(C(=O)NC2CCN(Cc3ccccc3)CC2)cc1	x	u	x	2%
Cc1ccc(OCC(=O)Nc2ccccc2Sc2ccccc2)c([N+](=O)[O-])n1	x	-107*	x	-1%
Cc1noc(C)c1S(=O)(=O)Nc1ccc(C(=O)NCCc2ccccc2)cc1	-10%	3	6	-6%
CCC(c1nnnn1Cc1ccco1)N(Cc1cc2cc(OC)ccc2[nH]c1=O)C1CCCCC1 (stereo not drawn)	u	-21	-1	u
Cn1c(=O)c(C(=O)CN2CCCc3ccccc32)c(N)n(Cc2ccccc2)c1=O	10%	9	3	-7%
CC/C(=N\O)c1ccc(OC)c(OC)c1	5%	u	14	2%
CCOC(=O)COc1ccc(S(=O)(=O)N2CCc3ccccc3C2)cc1	5%[11.4 µM]	40	-3[1.84 µM]	0%
Cc1c2c([n+]3n1CCC3)CC(C)(C)CC2=O	-4%	-11	0	2%
CCCCn1c(=O)c2ccccc2c2ccccc2c1=O	-1%	1	3	-2%
CCCCn1c(=O)c(CCC(=O)OCC(=O)Nc2cccc3ccccc23)nc2ccccc21	x	u	x	-4%
CCCCOC(=O)CSc1nc(N)c(C#N)c(-c2ccc(OC)cc2)c1C#N	-8%	-2	3	-4%
Clc1ccc(-c2ccnc(Oc3cc(Cl)ccc3Cl)n2)cc1	3%	48	0	-4%
CSc1ccc2nnc(-c3cccc(F)c3)n2n1	-14%	3	-8	-2%
Nc1cc(Cl)nc(N/N=C/c2c(O)ccc3ccccc23)n1	x	25	x	-5%
Cc1ccccc1Cn1nc(C)c(NC(=O)c2noc3c2CCc2ccccc2-3)c1C	-13%	u	7	-6%
CC1CCN(c2nc3ccc(C(=O)N4CCN(Cc5ccc6c(c5)OCO6)CC4)cc3s2)CC1	33%[activator]	-19	24	-5%
Cc1ccccc1Cn1cc(NC(=O)c2noc3c2CC(C(C)(C)C)CC3)cn1 (stereo not drawn)	-3%	-19	-3	-6%
CCc1ccc(-c2cc(C(=O)NCc3ccccn3)c3ccccc3n2)cc1	x	2	x	-7%
CCNC(=O)CC1SC(=Nc2cccc(Cl)c2C)N(C)C1=O (stereo not drawn)	x	u	1	-10%
Cc1ccccc1/C=C/c1nc2ccccc2c(=O)n1CCc1ccccc1	x	9	-5	1%
O=C(c1ccc2c(c1)OCO2)[C@@H]1[C@@H]2C(=O)N(C3CCCCC3)C(=O)[C@@H]2C2c3ccccc3C=CN21 (stereo partly drawn)	24%	-1	5	-24%
Cc1cccc(C)c1NC(=O)CSc1nnc(Cc2ccccc2)o1	x	113	-16	1%
N#Cc1nc(COc2ccc(Cl)cc2)oc1N1CCN(Cc2ccccc2)CC1	-3%	-15	1	-5%
COc1ccccc1-c1n[nH]c2c1[C@H](C)CC[C@H]2C(C)C	76%[activator]	84	2	0%
COC(=O)CSc1nc(C)c(C(=O)Nc2ccccc2C)c(-c2ccc(Cl)cc2)c1C#N	x	-15	u	0%
CC(C)c1ccccc1NC(=O)COC(=O)CCN1C(=O)/C(=C\C=C\c2ccccc2)SC1=S	x	15	x	-2%
CC(C)n1c(=O)c2c(O)cc(=O)oc2c2ccccc21	-12%	44	-5	-16%
CC(C)(C)S(=O)(=O)c1ccc2nc3c(n2c1)CCCC3	0%	30	4	-3%
O=C1NN(c2ccc(Cl)c(Cl)c2)C(=O)/C1=C/c1cccc(OC(=O)c2cccs2)c1	10µM*	6	-1	u
CCOC(=O)c1c(C)[nH]c(C(=O)OCCOc2ccc(Cl)cc2)c1C	x	-18	x	2%

(more compounds)
SMILES	15-hLO-2 inh	PNC inhibitor	IMPase inh	12-hLO inh
COc1ccc(OC)c(Nc2nc(-c3sc(NC(=O)CC(C)C)nc3C)cs2)c1	u	22	u	-23%
CC(C)(CNS(=O)(=O)c1ccc(F)cc1)CNS(=O)(=O)c1ccc(F)cc1	-1%	u	-8	0%
O=C(/C=C/c1ccc([N+](=O)[O-])cc1)NCC1CCCO1 (stereo not drawn)	-9%	70	8	4%
CCOC(=O)C1=C(C)NC(=O)NC1/C=C/c1ccccc1 (stereo not drawn)	1%	u	11	6%
COc1cc(/C=C/C(=O)c2c(O)cc(C)oc2=O)cc(OC)c1O	u	-8	11	-23%
O=C(CSc1ccc2nnc(-c3cccc(F)c3)n2n1)NCc1ccco1	-5%	45	-7	-5%
O=C(CSc1ncn[nH]1)NCCC(c1ccccc1)c1ccccc1	18%	-2	-1	-8%
O=C(CN1CCN(c2ccccc2)CC1)Nc1ccc2c(c1)CCC2	x	-11	x	-2%
COC(=O)c1ccccc1NC(=O)c1cc(-c2cccs2)on1	-27%	67	0	2%
COc1ccc(-c2nnc3c4ccccc4c(C)nn23)cc1S(=O)(=O)N1CCN(CCO)CC1	x	-7	-11[1.84 µM]	2%
CCOC(=O)COc1ccc(S(=O)(=O)Nc2ccc3c(c2)OCCO3)cc1	-4%	7	9	3%
NS(=O)(=O)c1ccc(NC(=O)c2ccccc2Cl)cc1	-4%	52	-7	3%
N#Cc1c2n(c3c(=O)n(Cc4ccccc4Cl)cnc13)CCCCC2	-8%	27	7	-6%
Cc1ccc(-c2csc(NC(=O)c3cccs3)n2)cc1	27%	1	u	-5%
COC(=O)c1c(NS(=O)(=O)c2ccc3ccccc3c2)sc2c1CCCC2	5%	u	-4	-7%
CSc1c(CC(=O)Nc2ccccc2Cl)n(Cc2ccccc2)c2ccccc12	-3%	6	4	4%
CCOc1ccccc1Nc1nc(N)nc(CN(C)C2CCCCC2)n1	32%[activator]	20	6	-1%
CN1CCN(c2ncc3nc(CCc4ccccc4)c(=O)n(Cc4ccc(F)cc4)c3n2)CC1	53%[activator]	x	x	2%
CCOC(=O)/C(C#N)=C1\Nc2ccccc2N=C1N(CC(C)C)CC(C)C	-14%	-17	7	-1%

Structures listed so far with a tert-butyl group, in the order listed:
SMILES	15-hLO-2 inh	PNC inhibitor	IMPase inh	12-hLO inh
Cc1ccccc1Cn1cc(NC(=O)c2noc3c2CC(C(C)(C)C)CC3)cn1 (stereo not drawn)	-3%	-19	-3	-6%
CC(C)(C)S(=O)(=O)c1ccc2nc3c(n2c1)CCCC3	0%	30	4	-3%
